Tau fluor counter: counter-screen for tau fibril formation inhibitors; tau K18 P301L (four-repeat tau fragment) Alexa594 fluorescence, heparin fibrillization; Potency, µM (doses to about 57.7 µM), for the others: top-dose activity change, negative = decrease; 280,000 tested, 0.93% active; note: % is set by controls: 0 for no effect and ±100 for the full control effect; nearly all actives have a fitted effect of over 55% in size
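Human K18 P301L tau (15 uM unlabeled plus 0.24 uM Alexa 594-labeled, final) in 100 mM sodium acetate pH 7 was mixed with compound and 20 uM heparin and incubated 6 hr at 37 C.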
GAA inh: alpha-glucosidase (human) inhibition; purified human GAA, 4-MU-alpha-glucoside fluorescence; AID 1466; Potency, µM (titrated, usually from 76.9 µM), for the others: top-dose activity change, negative = inhibition, actives largely listed as inhibitors; P10253; 200,000 tested, 0.005% active;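 note: plate controls were uninhibited enzyme wells for no effect and no-enzyme background for full effect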
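Fluorogenic assay: 4 nM human alpha-glucosidase with 400 uM 4-methylumbelliferyl-alpha-D-pyranoside in 50 mM citrate/phosphate, 0.005% Tween-20, pH 5.0, 20 min at room temperature. Compounds tested up to 77 uM; AC50 from Hill fits.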
GLA spleen mod: alpha-galactosidase A (human) modulation; P06280; 240,000 tested, 0.008% active; Potency, µM (highest dose often 80 µM), without a hit: top-dose activity change, negative = inhibition, most hits filed as inhibitors; human spleen homogenate, 4MU-alpha-Gal fluorescence, 40 min; AID 2107;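 note: 0% = enzyme with vehicle and -100% = no enzyme basal signal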
Target sequence (P06280 32-429 limits assumed): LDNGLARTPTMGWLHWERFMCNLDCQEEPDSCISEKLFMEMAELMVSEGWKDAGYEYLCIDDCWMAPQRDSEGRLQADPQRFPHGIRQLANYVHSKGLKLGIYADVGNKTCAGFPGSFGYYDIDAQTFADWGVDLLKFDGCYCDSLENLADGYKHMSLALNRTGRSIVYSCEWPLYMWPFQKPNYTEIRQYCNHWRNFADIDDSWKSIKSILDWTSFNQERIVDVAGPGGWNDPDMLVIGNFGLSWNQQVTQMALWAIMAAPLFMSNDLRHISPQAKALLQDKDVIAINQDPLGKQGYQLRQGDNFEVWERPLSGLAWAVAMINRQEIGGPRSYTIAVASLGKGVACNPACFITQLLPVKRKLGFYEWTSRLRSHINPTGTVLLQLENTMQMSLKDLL
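Spleen homogenate 1 ug + cpd (titration) + 4-MU-alpha-D-galactopyranoside 1 mM; 37C 40 min; 50 mM citrate/phosphate pH 5.0, 0.01% Tween-20; stop pH 10; fluorescence 365/440; AC50 via Hill.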
Epigenetic reg: regulators of epigenetic silencing causing reporter derepression in mouse cells. AID 1865. 280,000 tested, 0.2% active. murine LDR cells, GFP reporter derepression, 30 h. Potency, µM (doses to about 53.9 µM), for the others: top-dose GFP activation, usual class: activators; note: % of control where 0% means no effect; nearly all actives have a fitted effect of over 60% in size
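Murine LDR cells carrying a silenced, genomically integrated CMV-driven GFP reporter were exposed to compound for 30 hours at 37 C. After PBS washes, GFP-positive cells (20–120 um objects) were counted by laser-scanning microplate cytometry.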
NPSR antagonist: blocks cAMP signaling of the human neuropeptide S receptor; Q6W5P4; CHO-NPSR cells, cAMP TR-FRET, antagonist mode; Potency, µM (titrated, usually from 38.3 µM), inactives show at the top dose activity change, negative = inhibition, hits mostly inhibitors; 220,000 tested, 1% active; AID 1461; note: % is set by controls: 0 for no effect and ±100 for the full control effect; nearly all actives have a fitted effect of over 50% in size; many of its hits are not listed in these tables
ALDH1A1 block: ALDH1A1 (human) enzyme inhibition. Potency, µM (series often up to 75.3 µM), without a hit: top-dose activity, negative = inhibition, most hits filed as inhibitors. Purified ALDH1A1, NADH fluorescence, propionaldehyde substrate. P00352. AID 1030. 220,000 tested, 7.3% active; active = well fitted inhibition curve with a large enough effect, not every such curve was filed as active; inconclusive = small, poorly fitted or top-dose-only effect, or another doubt; inactive = no such curve, though single readings can be large or run the other way;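 note: plate controls were no enzyme wells and a reference inhibitor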
Target sequence (P00352 whole entry, looked up): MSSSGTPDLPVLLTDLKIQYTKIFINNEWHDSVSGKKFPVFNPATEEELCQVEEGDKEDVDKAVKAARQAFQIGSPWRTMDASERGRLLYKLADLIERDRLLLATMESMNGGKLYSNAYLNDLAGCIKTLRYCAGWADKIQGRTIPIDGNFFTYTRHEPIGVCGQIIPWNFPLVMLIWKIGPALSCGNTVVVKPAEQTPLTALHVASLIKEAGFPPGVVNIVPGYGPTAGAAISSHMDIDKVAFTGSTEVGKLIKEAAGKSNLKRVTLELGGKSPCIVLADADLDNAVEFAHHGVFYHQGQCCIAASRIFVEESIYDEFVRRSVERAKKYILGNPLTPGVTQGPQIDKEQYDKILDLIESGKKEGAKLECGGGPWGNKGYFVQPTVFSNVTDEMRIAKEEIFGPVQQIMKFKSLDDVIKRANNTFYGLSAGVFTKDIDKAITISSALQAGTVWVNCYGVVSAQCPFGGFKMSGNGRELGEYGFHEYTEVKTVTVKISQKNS
GAA glycogen: alters human alpha-glucosidase cleavage of glycogen; P10253; recombinant GAA, glycogen substrate, Amplex Red glucose oxidase fluorescence; 300,000 tested, 0.38% active; Potency, µM (series often up to 76.4 µM), for inactives: at the top dose activity change, negative = inhibition, hits mostly inhibitors; AID 2100;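 note: 0% = full enzyme reaction and -100% = no-enzyme basal signal; the screen sought inhibitors and activators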
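Natural-substrate format: glycogen cleavage by 4 nM human enzyme, glucose read by Amplex Red coupling (Ex 573, Em 610 nm). Normalized to enzyme and no-enzyme controls.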
aGlu spleen mod: lysosomal alpha-glucosidase (human) modulation. Potency, µM (highest dose often 79.9 µM), inactives show top-dose activity change, negative = inhibition, most hits filed as inhibitors. 240,000 tested, 0.006% active. AID 2112. human spleen homogenate, 4-MU-alpha-glucoside fluorescence;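 note: 0% = enzyme with vehicle and -100% = no enzyme basal signal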
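Human spleen homogenate (1 ug) incubated with compounds and 1 mM 4-methylumbelliferyl-alpha-D-glucopyranoside in pH 5.0 citrate/phosphate buffer, 37 C, 40 min. Stopped at pH 10; 4-MU fluorescence (Ex 365/Em 440 nm); AC50 by Hill fit.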
The depositor's hits bear a star; ? = inconclusive; / = no result given; & = joins results of further samples; [ ] = dose if it differs, or a comment. Unless noted, calls come from the whole dose curve; as a rule, active = well fitted curve in the direction sought with a large enough effect; inconclusive = small, poorly fitted or top-dose-only effect, or another doubt; inactive = no such curve, though single readings can be large; an effect the other way counts as inactive or inconclusive. Potency is the fitted concentration of half-maximal effect. This is a subset; the hit share may differ from the screen's.

| mol | Tau fluor counter | GAA inh | GLA spleen mod | Epigenetic reg | NPSR antagonist | ALDH1A1 block | GAA glycogen | aGlu spleen mod |
| --- | --- | --- | --- | --- | --- | --- | --- | --- |
| COc1cccc(OC)c1C(=O)Nc1ccc2c(c1)Cc1ccccc1-2 | -19% | / | 10% | -1.2% | 50% | 5% | 2% | -2% |
| CCOC(=O)C1=C(COCCN)NC(C)=C(C(=O)OC)C1c1ccccc1Cl (configuration not stated) | -15% | / | 1%&12%&-3% | 3.3% | / | 2% | / | -2%&-5%&-9% |
| COc1cc(OC)cc(C(=O)NCC(=O)OCC(=O)Nc2ncc(Cl)cc2Cl)c1 | -13% | 6% | -2% | -0.7% | 10% | 25µM* | 5% | -6% |
| O=C(c1ccccc1)c1coc2ccc(O)c(CN3CCOCC3)c12 | -7% | 7% | -4% | -0.8% | -7%[46.1 µM] | ? | -4% | -11% |
| CC(=O)Nc1ccc2c(c1)ncn2-c1ccccc1 | -2% | / | 4% | -1.0% | 2% | / | 3% | 12% |
| CCOC(=O)N1CCN(C(=O)c2oc3ccc(S(=O)(=O)N4CCOCC4)cc3c2C)CC1 | 2% | 0% | -1% | -1.1% | -11%[46.1 µM] | -15% | -7% | -14% |
| Cc1cc(C(=O)Nc2c(C)nn(Cc3ccc(F)cc3)c2C)on1 | -4% | -3% | 6% | 5.2% | -17%[46.1 µM] | 2% | 2% | 3% |
| Cc1ccc(N(C(=O)Cn2nnc(-c3ccccc3)n2)C(C(=O)NC2CCCCC2)c2ccccn2)cc1C (configuration not stated) | 8% | 0% | 8% | 0.0% | 35% | 9% | 1% | -2% |
| COc1ccc(-c2noc(CCC(=O)NC3CCN(Cc4ccccc4)CC3)n2)cc1 | -2% | -5% | -5% | -1.0% | 8%[46.1 µM] | 2% | 6% | -4% |
| COc1ccc(OC)c(NC(=O)c2nnn(Cc3ccc(Br)cc3F)c2N)c1 | ? | 1% | 4% | -0.8% | -30%[46.1 µM] | 20% | -2% | -4% |
| CSCCC(NS(=O)(=O)c1ccc(Cl)cc1)C(=O)OCc1c(Cl)cccc1Cl (configuration not stated) | -14% | -5% | -2% | -1.3% | ? | ? | 12% | -9% |
| N#Cc1ccsc1NC(=O)CN1CCN(c2ccccc2)CC1 | -14% | -8% | -2% | 0.0% | 11% | -9% | -8% | 1% |
| O=C(C1CC1)N1CCN=C1SCc1cccc(F)c1 | 2% | 5% | 2% | -0.8% | -15%[46.1 µM] | -7% | -12% | 4% |
| OC1CCN(Cc2cn(Cc3ccccc3)nc2-c2cc3ccccc3o2)CC1 | 6% | ? | -4% | 1.1% | 21% | 9% | -10% | 5% |
| O=C(CC1NCCNC1=O)Nc1ccc([N+](=O)[O-])cc1 (configuration not stated) | 8% | -5% | 10% | -0.4% | 12% | -9% | 7% | 1% |
| CC(C)COC(=O)C1C2C=CC3(CN(C(C)c4ccc(Br)cc4)C(=O)C13)O2 (configuration not stated) | -1% | -8% | 9% | -0.8% | 1%[46.1 µM] | -3% | 0% | 10% |
| C/C=C/Cn1c(Br)nc2c1c(=O)[nH]c(=O)n2C | 3% | -3% | -4% | 0.0% | -7%[46.1 µM] | 3% | 1% | -6% |
| COc1cc(CN2CCC(CO)(CCOc3ccccc3)CC2)cc(OC)c1OC | 10% | 9% | -2% | -1.0% | 16% | -1% | 8% | 2% |
| CSc1ncc(Cl)c(C(=O)Nc2nnc(SC)s2)n1 | 3% | 1% | -14% | -1.1% | -12%[46.1 µM] | 3% | -2% | -8% |
| CC(=O)c1cccc(NC(=S)NC(=O)c2ccccc2C)c1 | -25% | 5% | -6% | -0.1% | 16% | ? | 0% | 1% |
| COc1cc2c(c3oc(-c4ccccc4)cc(=O)c13)C=CC(C)(C)O2 | -9% | / | 1% | 1.9% | 28% | 10µM* | 7% | -3% |
| CCOC(=O)C1C(=O)C=C(/C=C/c2ccc(N(C)C)cc2)CC1c1ccccc1 (configuration not stated) | -12% | -2% | 4% | 22µM* | -24% | 0% | 1% | -3% |
| Cn1c(=O)[nH]c2sc3c(c2c1=O)CC(C)(C)OC3 | -3% | 2% | 3% | -0.8% | -10%[46.1 µM] | 0% | 7% | 6% |
| O=c1cc(-c2ccc3c(c2)OCO3)oc2ccccc12 | 1% | 4% | -8% | 0.0% | -8%[46.1 µM] | ? | -5% | -11% |
| COc1ccc(CCN(C(=O)COc2ccccc2)c2nc(-c3ccccc3)cs2)cc1OC | ? | -14% | 6% | -0.3% | -27%[46.1 µM] | -1% | -2% | 8% |
| Cc1ccc(Nc2nnc(SC(C)C(=O)Nc3c(C)n(C)n(-c4ccccc4)c3=O)s2)cc1 (configuration not stated) | 6% | -5% | 0% | 0.0% | 7% | 0% | 5% | -13% |
| CC(=O)Nc1ccccc1C(=O)C(=O)O | -8%&6% | 3% | 4%&-3% | -1.1%&0.0% | -10%[46.1 µM] | -7%&-15% | 6% | 5%&-1% |
| CC(C)Oc1ccc(NC(N)=O)cc1 | 2% | 3% | ? | -4.8% | -12%[46.1 µM] | 2% | -6% | 1% |
| Cc1cc(C(F)F)n2nc(C(=O)Nc3sc4c(c3C(N)=O)CCC4)nc2n1 | -5% | -1% | 0% | -0.1% | 8% | 16µM* | 8% | -9% |
| COc1cc2ccccc2cc1C(=O)O | -5% | 0% | 6% | 0.0% | 1%[46.1 µM] | ? | -1% | 0% |
| COCCn1c(SCC(=O)c2[nH]c(C)c(C(C)=O)c2C)nc2ccccc2c1=O | -17% | / | 6% | -0.1% | -6% | / | -4% | 5% |
| CC(C)N(N=Nc1ccc([N+](=O)[O-])cc1)C(C)C | -10% | -15% | -8% | 0.0% | 2% | 3% | -4% | -16% |
| CCN(C(=O)c1ccc(C)c(Br)c1)c1ccccc1 | -8% | 0% | 3% | -0.6% | -39% | 10% | -2% | 3% |
| O=C(N/N=C/c1c(O)n(Cc2ccccc2)c(=O)c2ccccc12)c1cccnc1 | ? | -9% | -1% | -2.8% | -14% | 10µM* | ? | -6% |
| COc1cccc([C@@H]2Oc3ccc(OC)cc3C(=O)[C@H]2O)c1 | 6% | 4% | 15% | -0.1% | 3% | 0% | 4% | 0% |
| Cc1ccc(/C=N/n2c(-c3ccccn3)n[nH]c2=S)o1 | 9% | -1% | 6% | -1.3% | -7% | ? | -15% | 0% |
| OCCC1CN(Cc2cccn2-c2cccnc2)CCN1Cc1ccc(F)cc1 (configuration not stated) | 4% | 14% | 4% | -1.4% | -19% | 4% | -1% | 4% |
| O=C(COc1ccc2oc(-c3ccccc3)cc(=O)c2c1)NCc1ccco1 | -7% | 0% | -6% | -2.2% | -18%[46.1 µM] | ? | 2% | -8% |
| CS(=O)(=O)N(CC(=O)NCc1ccc2c(c1)OCO2)C1CCCCC1 | 1% | 9% | 7% | -1.1% | -1% | -10% | 1% | 9% |
| Cc1ccc(S(=O)(=O)OC[C@@H]2CN3[C@H](c4ccc(Br)cc4)[C@H](C)CC[C@H]3C(=O)O2)cc1 | ? | / | 3%[17.5 µM] | 0.0%[10.1 µM] | / | ? | / | -1%[17.4 µM] |
| CC1CN(C(c2cccs2)c2sc3ncnn3c2O)CC(C)O1 (configuration not stated) | 5% | 6% | 19% | -1.0% | -2%[46.1 µM] | 2% | -2% | -18% |
| COc1cc(/C=C2\SC(=O)N(c3cccc(Cl)c3)C2=O)cc([N+](=O)[O-])c1O | ? | 7% | 8% | 1.2% | 37% | 0.89µM* | 1% | -3% |
| O=C(Nc1cccc2ccccc12)c1onc2c1CCCC2 | -24% | -2% | 1% | -2.0% | -21%[46.1 µM] | ? | -3% | 0% |
| N/C(=N\OC(=O)c1ccc2c(c1)OCO2)c1ccc(Cl)cc1 | -5% | 1% | 8% | 9.0% | 5%[46.1 µM] | 1% | 15% | 1% |
| COC(=O)C1=C(C)N(CCC2=CCCCC2)C(=O)C1 | -7% | -1% | -15% | -1.1% | -2%[46.1 µM] | ? | -10% | -10% |
| COc1cc(-c2nnc(CSc3nnc(N)s3)o2)cc(OC)c1OC | 0% | -1% | -11% | -1.9% | 16% | 0% | -2% | -11% |
| CN1CCN(S(=O)(=O)c2ccc3c(c2)OCCO3)CC1 | -3% | -2% | 0% | 1.0% | -11%[46.1 µM] | -4% | 4% | 0% |
| Cc1cc(Oc2nc3c(C)cccn3c(=O)c2/C=C(\C#N)S(=O)(=O)c2ccc(Cl)cc2)ccc1Cl | -10% | -2% | -1% | -1.0% | -39% | 7% | 6% | -6% |
| Cc1ccc(OCCNC(=O)Cc2ccc(F)cc2)cc1 | 10% | 2% | 1% | -0.3% | 3% | -7% | 20% | 7% |
| CCC(=O)Nc1cccc(Br)c1 | -4% | ? | 0% | 0.0% | 7%[46.1 µM] | 2% | -5% | 1% |
| CCn1c2ccccc2c2cc(Nc3cc(C)nc4ncnn34)ccc21 | -15% | -1% | -3% | 3.9% | -14% | -10% | -3% | -3% |
| COC(=O)c1ccc(C(NC(=O)OCc2ccccc2)/C(=C/[C@@H](C)C(=O)NCC2CC2)c2cccnc2)cc1 (some centres not stated) | -14% | / | -1% | -0.4% | / | -1% | / | -8% |
| COc1ccc(NC(=O)CC2C(=O)N(c3ccc(F)cc3)C(=S)N2NC(=O)c2ccc(Cl)cc2)cc1 (configuration not stated) | -24% | 4% | -9% | 1.1% | -20% | 2% | 14% | 1% |
| CN(Cc1ccon1)C(=O)CC1C(=O)NCCN1CC(C)(C)C (configuration not stated) | -4% | 5% | 4% | -5.1% | 16% | -3% | 5% | -7% |
| CCOc1ccccc1-n1c(=S)sc2c(=O)n(-c3ccc(C)cc3)c(=S)[nH]c21 | -3% | -5% | -17% | -0.2% | 8% | 7.9µM* | -20% | -4% |
| CCc1ccc(OCC(=O)NN2Cc3ccccc3C2=N)cc1 | 1% | 8% | -8% | -1.5% | 0% | -3% | 1% | -6% |

Compound profiles (already shown). Order of values: Tau fluor counter | GAA inh | GLA spleen mod | Epigenetic reg | NPSR antagonist | ALDH1A1 block | GAA glycogen | aGlu spleen mod
COc1cc(/C=C2\SC(=O)N(c3cccc(Cl)c3)C2=O)cc([N+](=O)[O-])c1O reads ? | 7% | 8% | 1.2% | 37% | 0.89µM* | 1% | -3%
O=C(Nc1cccc2ccccc12)c1onc2c1CCCC2 reads -24% | -2% | 1% | -2.0% | -21%[46.1 µM] | ? | -3% | 0%
